Assay outcomes deposited in PubChem by National Center for Advancing Translational Sciences (NCATS).
DRD3 agonist: qHTS of D3 Dopamine Receptor Agonist: qHTS | D(3) dopamine receptor (Homo sapiens), P35462 | D3R DiscoveRx beta-arrestin cells, luminescence, 90 min | max activation, % | actives 0.58% (n = 410,000) | AID 652048, 2013; in the data active = max activation above about 30%; also: 0% is about no effect; mostly tested at two doses, the higher about 12 µM
Target sequence (P35462 whole entry, looked up): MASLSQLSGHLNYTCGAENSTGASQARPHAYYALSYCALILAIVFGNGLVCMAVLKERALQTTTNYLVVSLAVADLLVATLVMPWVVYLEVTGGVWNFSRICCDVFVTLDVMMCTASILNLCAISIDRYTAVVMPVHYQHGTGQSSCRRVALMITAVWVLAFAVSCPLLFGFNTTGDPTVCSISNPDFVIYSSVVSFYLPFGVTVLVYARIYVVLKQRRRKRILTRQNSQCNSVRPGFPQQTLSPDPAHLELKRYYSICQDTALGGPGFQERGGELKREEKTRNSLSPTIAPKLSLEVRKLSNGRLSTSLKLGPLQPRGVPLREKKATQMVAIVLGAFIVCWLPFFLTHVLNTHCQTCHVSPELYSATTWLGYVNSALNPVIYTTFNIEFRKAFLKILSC
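Cells at 1500/well, incubated overnight, then treated with pinned compounds (dopamine as control) for 90 min at 37 degrees C. DiscoveRx reagent added for 30 - 60 minutes at room temperature; luminescence read.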
KB-3-1 tox: qHTS assay for MDR1-selective chemotherapeutics: Primary screen using the parental adenocarcinoma cell KB-3-1. KB-3-1 viability, CellTiter-Glo ATP luminescence, 72 h. Potency, µM (doses to about 46.1 µM), for the others: at the highest dose activity change, negative = cytotoxic, hits mostly cytotoxic. actives 1.4% (n = 400,000); also: potency is read from the fitted curve at half-maximal effect; % is scaled to controls: 0 for no effect and ±100 for the full control effect; nearly all actives have a fitted effect of over 60% in size
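72 h, 37 °C compound treatment of KB-3-1 parental cells; CellTiter-Glo added, 10 min, luminescence read. Data corrected against DMSO-only plates and normalized before curve fitting.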
HT1080NT lethal: qHTS for induction of synthetic lethality in tumor cells producing 2HG: qHTS for the HT-1080-NT fibrosarcoma cell line; actives 1.6% (n = 360,000); HT-1080-NT fibrosarcoma viability, CellTiter-Glo ATP luminescence, 48 h; AID 686970, 2013; Potency, µM (top dose mostly 46.1 µM), without a hit: at the top dose activity, negative = less viability, usual class: cytotoxic;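 also: NT is the 2HG producing partner of a matched IDH1 knockdown line; potency is read from the fitted curve at half-maximal effect; 0% = DMSO-treated cells and -100% = media-only wells without cells; nearly all actives have a fitted effect of over 55% in size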
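Compounds were tested in concentration-response format on HT-1080-NT cells for 48 hours at 37 degrees C. Cell viability came from CellTiter-Glo luminescence; curves were classified by r2, response magnitude and activity.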
KB-V1 cytotox: qHTS assay for MDR1-selective chemotherapeutics: Primary screen using the drug-selected MDR subline cells KB-V1 | KB-V1 MDR cells viability, CellTiter-Glo, 72 h | Potency, µM (top dose mostly 46.1 µM), for inactives: at the highest dose activity change, negative = cytotoxicity, actives largely listed as cytotoxic | actives 3.4% (n = 400,000) | AID 1347076, 2019; also: potency is read from the fitted curve at half-maximal effect; % is scaled to controls: 0 for no effect and ±100 for the full control effect; nearly all actives have a fitted effect of over 60% in size
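Following 72 h at 37 degrees C with compound, KB-V1 cell viability was read by CellTiter-Glo luminescence, medium being phenol-red-free DMEM plus 10% FBS; concentration-response parameters came from normalized, curve-fitted qHTS data.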
SW480 rerep: A quantitative high throughput screen for small molecules that induce DNA re-replication in SW480 colon adenocarcinoma cells. Potency, µM (titrated, usually from 46.1 µM), without a hit: at the highest dose re-replication activation, usual class: activators. SW480 DNA re-replication, Hoechst DNA content imaging, 48 h. actives 1.8% (n = 340,000). AID 624297, 2012; also: potency is read from the fitted curve at half-maximal effect; % of control where 0% means no effect; nearly all actives have a fitted effect of over 55% in size
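Hoechst fluorescence of nuclei (405 nm excitation, 500-530 nm emission) measured by plate-scanning imager after 48 hr compound exposure at 37 C; re-replication scored as increased number of nuclei with elevated intensity.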
DRD3 antagonist: qHTS of D3 Dopamine Receptor Antagonist: qHTS. D(3) dopamine receptor (Homo sapiens), P35462. D3R cells, DiscoveRx beta-arrestin luminescence, antagonist mode; stronger effect = lower value. max response, negative = inhibition, %. actives 2.5% (n = 360,000); in the data active = max response below about -50%; inconclusive = no clear call, values can overlap the other calls; also: % is scaled to controls: 0 for no effect and ±100 for the full control effect; mostly tested at two doses, the higher about 12 µM
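Cells expressing the human receptor were seeded at 1500 cells/well, incubated overnight at 37 degrees C in 5% CO2, then exposed to library compounds with dopamine controls for 90 minutes at 37 degrees C before luminescent detection.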
GLP-1R agonist: qHTS of GLP-1 Receptor Agonists; Glucagon-like peptide 1 receptor (Homo sapiens), P43220; HEK293 GLP-1R CRE-luciferase, luminescence, 4-6 h; cells express a hypersensitive GLP-1R form; Potency, µM (highest dose often 45.6 µM), for the others: at the highest dose activation, actives largely listed as activators; actives 0.007% (n = 380,000); also: potency is read from the fitted curve at half-maximal effect; % of control where 0% means no effect
Target sequence (P43220 whole entry, looked up): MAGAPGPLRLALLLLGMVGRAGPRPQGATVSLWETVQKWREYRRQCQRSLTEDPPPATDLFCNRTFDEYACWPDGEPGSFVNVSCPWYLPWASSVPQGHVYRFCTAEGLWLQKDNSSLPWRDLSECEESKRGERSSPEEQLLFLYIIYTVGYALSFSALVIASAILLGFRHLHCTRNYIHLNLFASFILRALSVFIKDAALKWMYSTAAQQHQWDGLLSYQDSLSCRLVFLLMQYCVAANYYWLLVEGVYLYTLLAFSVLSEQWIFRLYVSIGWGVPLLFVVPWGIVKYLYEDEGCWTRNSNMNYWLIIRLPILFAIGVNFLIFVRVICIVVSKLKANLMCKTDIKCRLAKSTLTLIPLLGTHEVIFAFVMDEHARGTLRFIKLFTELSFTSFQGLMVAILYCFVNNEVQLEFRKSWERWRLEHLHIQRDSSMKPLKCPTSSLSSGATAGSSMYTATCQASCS
HT1080 IDH1KD tx: qHTS for induction of synthetic lethality in tumor cells producing 2HG: qHTS for the HT-1080-IDH1KD cell line. HT-1080 IDH1 knockdown viability, ATP luminescence, 48 h. actives 2% (n = 360,000). AID 686971, 2013. Potency, µM (doses to about 46.1 µM), without a hit: at the highest dose activity, negative = toxicity, actives largely listed as cytotoxic;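 also: potency is read from the fitted curve at half-maximal effect; 0% = DMSO wells and -100% = cell-free medium wells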
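Luminescent ATP read-out (CellTiter-Glo, 10 min at room temperature) after 48 h compound exposure at 37 °C gave viability of IDH1-knockdown HT-1080 cells. Activity was normalised to DMSO and cell-free wells, then fitted as concentration-response curves.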
IL-1B inflam inh: qHTS for Inhibitors of Inflammasome Signaling: IL-1-beta AlphaLISA Primary Screen | THP-1 LPS/ATP IL-1B secretion, AlphaLISA, 16 h; stronger effect = lower value | activity change, % at 57.5 µM | actives 4.7% (n = 360,000); in the data active = activity change below about -50%; inconclusive = mostly about -30% to -49%; also: % is scaled to controls: 0 for no effect and ±100 for the full control effect
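Secreted IL-1B measured by AlphaLISA bead assay after 16 h compound exposure of THP-1 cells; compounds (final up to 57.5 uM) added 1 h before LPS (250 ng/mL) and ATP (1.25 mM) stimulation; lower signal means less secretion.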
An asterisk follows results filed as active; ? = inconclusive; . = no result given; & = joins results of further samples; [ ] = another dose, or the depositor's remark. Unless noted, calls follow the shape of the dose curve; as a rule, active = well fitted curve in the direction sought with a large enough effect; inconclusive = small, poorly fitted or top-dose-only effect, or another doubt; inactive = no such curve, though single readings can be large; an effect the other way counts as inactive or inconclusive. Outcome played no part in choosing rows; overall some 12% were active at least once.

SMILES	DRD3 agonist	KB-3-1 tox	HT1080NT lethal	KB-V1 cytotox	SW480 rerep	DRD3 antagonist	GLP-1R agonist	HT1080 IDH1KD tx	IL-1B inflam inh
O=c1[nH]c(=S)c2[nH]c(=S)n(-c3ccccc3)c2[nH]1	24	-7%	17%	0%	-8%	-21	2%	15%	13
C=CCCC(=O)Nc1nc(C)c(-c2csc(Nc3cc(OC)ccc3OC)n2)s1	9	?	7.3µM*	-4%	23µM*	70	14%	7.3µM*	-3
CC(=O)NC1C(O)OC(CO)C(O)C1O (configuration not stated)	8	0%	-15%	7%	10%	12	29%	5%	2
O=C(O)c1ccc(NS(=O)(=O)c2ccc(C(=O)Nc3ccccc3)cc2)cc1	-13	0%	-1%	0%	-5%	0	-2%	1%	-25
Cc1ccc2cc3c(NC(=O)c4ccco4)nn(CC(C)C)c3nc2c1	1	-4%	3%	?	9.2µM*	10	-1%	1%	14
Cc1ccc(S(=O)(=O)c2c(N)n(CCCN(C)C)c3nc4ccccc4nc23)cc1	-15	-1%	-10%	-18%	23µM*	10	16%	-13%	-29
COc1ccc(NC(=O)CN(c2ccc(C)cc2)S(=O)(=O)c2c(C)nn(C)c2C)cc1	4	5%	12%	-11%	13%	-4	1%	-2%	15
COc1ccc(NS(=O)(=O)c2cc(NC(=O)c3ccccc3)ccc2N2CCOCC2)cc1	-15	?	1%	-1%	?	-14	2%	-2%	-22
COc1ccc(NC(=O)c2cccc([N+](=O)[O-])c2)cc1	0	12%	13%	-16%	-1%	-2	9%	14%	-17
CCOc1ccc(NC(=O)NCc2ccccn2)cc1	4	21%	16%	1%	11%	0	-2%	18%	-9
CN(Cc1cccc(F)c1)C(=O)C(c1ccccc1)c1ccccc1	-11	?	-1%	0%	-13%	12	-2%	-1%	-6
O=C(C(=O)N1CC=C(c2ccccc2)CC1)c1c[nH]c2ccccc12	-7	-2%	-18%	?	-3%	-9	-18%	-28%	7
CN(CC(=O)Nc1ccc(F)c(F)c1F)C(=O)/C=C/c1ccco1	-3	-1%	-1%	16%	-15%	-8	5%	-1%	-2
CCc1ccccc1NS(=O)(=O)c1cc(Br)cc2c1N(C(=O)C1CC1)CC2	10	-3%	.	-29%	.	.	-1%	.	.
COCCCNC(=O)c1ccc2c(c1)CCN2S(C)(=O)=O	-11	12%	4%[9.24 µM]	3%	-9%	12	-11%	-4%	-5
COc1ccc(Cl)cc1NC(=O)C(C)Sc1nnc(C2CC2)n1C1CC1 (configuration not stated)	-4	7%	-1%	18µM*	-3%	50	14%	-1%	-7
CC(=O)Nc1ccc(C2=NN(c3ccccc3)C(c3cccs3)C2)cc1 (configuration not stated)	4	-12%	-8%	4%	12µM*	6	16%	-15%	14
CCN(CC)C(=O)c1sc(NC(=O)c2cccs2)c(C#N)c1C	-3	?	-10%	-12%	-3%	-21	0%	3%	-14
COC(=O)c1cc(-c2c(C)oc3cc(OC)ccc3c2=O)c(C)o1	6	-10%	7%	18µM*	5%	5	24%	4%	0
COc1ccc(CCNC(=O)CCCCCn2c(SCC(N)=O)nc3cc4c(cc3c2=O)OCO4)cc1OC	4&8	?	1%	-4%	-4%	0	5%	-2%	-15
COc1ccccc1N(CC(=O)N(C)Cc1ccccc1)S(=O)(=O)c1cccs1	-17	-1%	-13%	2%	-46%	-28	2%	0%	3
O=C(CC1C(=O)NCCN1CC1CCCCC1)NCc1ccccc1Cl (configuration not stated)	-2	1%	-11%	-9%	-3%	7	6%	-5%	-25
Cc1[nH]nc2c1C(c1ccc(O)cc1)C1=C(CC(C)(C)CC1=O)N2 (configuration not stated)	-5	-5%	-10%	4%	-24%	-17	7%	0%	-9
COC(=O)c1cc(NC(=O)c2oc(=O)c3ccccc3c2-c2ccccc2)cc(C(=O)OC)c1	2	11%	.	38%	.	.	1%	.	.
COc1ccc(C2(c3ccc(OC)cc3)NC(=O)N(CC(=O)Nc3ccccc3)C2=O)cc1	4	-15%	-10%	-1%	?	12	7%	-27%	?
Cc1occc1C(=O)N1CCCC(CO)(Cc2ccc(F)cc2F)C1 (configuration not stated)	-1	.	2%	.	-6%	4	-4%	7%	-12
CC1CCCN(c2nc3c(c(=O)[nH]c(=O)n3C)n2CCSc2nc3ccccc3o2)C1 (configuration not stated)	-5	0%	0%	-4%	-18%	?	5%	0%	12
CCCNS(=O)(=O)c1ccc(OCC(=O)N2CCOCC2)cc1	-8	-5%	2%	11%	-2%	-7	-9%	10%	0
COc1ccc(C(=O)CN2CCN(c3ccc(F)cc3)CC2)cc1	3	0%	0%	8%	-5%	-2	0%	1%	7
COc1ccc(C(=O)CC(=O)C(=O)Nc2ccc(C)c(Cl)c2)cc1	4	1%	-9%	-16%	-16%	-4	-5%	5%	-20
COc1ccc(S(=O)(=O)NC(C)C(=O)NCc2ccncc2)cc1OC (configuration not stated)	-21	10%	3%	15%	-1%	-3	0%	1%	34
Cc1nc(N/C(N)=N/S(=O)(=O)c2ccccc2)nc2ccccc12	-4	-3%	0%	-1%	-1%	2	20%	-22%	24
CC(C)NC(=O)N(C)C[C@H]1Oc2c(cccc2N(C)C)C(=O)N([C@H](C)CO)C[C@@H]1C	2	1%	12%	-4%	4%	3	-6%	1%	12
CSCCC(NC=C1C(=O)OC(C)(C)OC1=O)C(=O)O (configuration not stated)	-3	2%	9%	6%	-3%	2	-4%	-1%	-26
Cc1ccc(S(=O)(=O)NC2CCCCC2)c2nsnc12	3	-14%	9%	-13%	2%	6	29%	13%	3
CCN(CC)C(=O)CCCOc1ccc(Cl)cc1Cl	-5	-20%	1%	0%	-1%	14	28%	1%	-28
N#CCN(N=Nc1ccccc1)c1ccccc1	1	3%	0%	?	-6%	0	8%	8%	23
CN(/N=C/c1cccnc1)c1cnn(-c2ccc(F)c(Cl)c2)c(=O)c1Cl	9	-7%	8%	-6%	-5%	5	-12%	15%	85
O=C(Nc1cc(Cl)cc(Cl)c1)C1CC(=O)N(C2CCCC2)C1 (configuration not stated)	-28	0%	-2%	0%	0%	?	3%	-20%	?
CC(C)CC(NS(=O)(=O)c1ccc2[nH]c(=O)c(=O)[nH]c2c1)C(=O)O (configuration not stated)	10	-2%	2%	4%	2%	5	0%	3%	3
COC(=O)c1cc(C(=O)OC)cc(S(=O)(=O)Nc2ccc(Cl)c(N)c2)c1	1	21%	-1%	0%	-3%	0	-16%	1%	23
CNc1ccc2ncc(-c3ccccc3C(C)=O)n2n1	8	0%	6%	0%	.	24	6%	11%	7
COc1ccc(S(=O)(=O)N2CCC(C(=O)N3CCCC3)CC2)cc1Cl	1	-18%	-2%	-1%	-2%	-7	0%	-11%	22
O=C(Cn1c(=S)[nH]c2ccccc2c1=O)N1CCN(c2ccccc2)CC1	-3	-3%	8%	-20%	-4%	-9	2%	3%	3
Cc1cc(C(=O)Nc2nncs2)oc1C	7	8%	3%	0%	-41%[inhibitor]	4	10%	-2%	-1

In a second layout: entries from further up
Results follow in this order: DRD3 agonist | KB-3-1 tox | HT1080NT lethal | KB-V1 cytotox | SW480 rerep | DRD3 antagonist | GLP-1R agonist | HT1080 IDH1KD tx | IL-1B inflam inh
- Cc1nc(N/C(N)=N/S(=O)(=O)c2ccccc2)nc2ccccc12
  -4 | -3% | 0% | -1% | -1% | 2 | 20% | -22% | 24
- CC(C)NC(=O)N(C)C[C@H]1Oc2c(cccc2N(C)C)C(=O)N([C@H](C)CO)C[C@@H]1C
  2 | 1% | 12% | -4% | 4% | 3 | -6% | 1% | 12
- CSCCC(NC=C1C(=O)OC(C)(C)OC1=O)C(=O)O (configuration not stated)
  -3 | 2% | 9% | 6% | -3% | 2 | -4% | -1% | -26
- Cc1ccc(S(=O)(=O)NC2CCCCC2)c2nsnc12
  3 | -14% | 9% | -13% | 2% | 6 | 29% | 13% | 3
- CCN(CC)C(=O)CCCOc1ccc(Cl)cc1Cl
  -5 | -20% | 1% | 0% | -1% | 14 | 28% | 1% | -28
- N#CCN(N=Nc1ccccc1)c1ccccc1
  1 | 3% | 0% | ? | -6% | 0 | 8% | 8% | 23
- CN(/N=C/c1cccnc1)c1cnn(-c2ccc(F)c(Cl)c2)c(=O)c1Cl
  9 | -7% | 8% | -6% | -5% | 5 | -12% | 15% | 85
- O=C(Nc1cc(Cl)cc(Cl)c1)C1CC(=O)N(C2CCCC2)C1 (configuration not stated)
  -28 | 0% | -2% | 0% | 0% | ? | 3% | -20% | ?
- CC(C)CC(NS(=O)(=O)c1ccc2[nH]c(=O)c(=O)[nH]c2c1)C(=O)O (configuration not stated)
  10 | -2% | 2% | 4% | 2% | 5 | 0% | 3% | 3
- COC(=O)c1cc(C(=O)OC)cc(S(=O)(=O)Nc2ccc(Cl)c(N)c2)c1
  1 | 21% | -1% | 0% | -3% | 0 | -16% | 1% | 23
- CNc1ccc2ncc(-c3ccccc3C(C)=O)n2n1
  8 | 0% | 6% | 0% | . | 24 | 6% | 11% | 7
